Bcl-B TR3 displacers – displacers of TR3 peptide from Bcl-B, primary screen, selectivity assay for Bfl-1 inhibitor project, biochemical, fluorescence polarization; FP displacement of FITC-TR3 peptide from Bcl-B; higher % means a stronger effect; displacement, % at 20 µM; hits with a dose series show IC50 in µM; 0.11% of 96,000 active;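 active = displacement above 50% at 20 µM plus a fluorescence interference ratio under 1.5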;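 also: plate controls were wells without compound for no effect and wells lacking Bcl-B protein for full effect; a part of the inactive calls stands beside numbers as strong as those of hits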
NFkB transloc pot – enhances IL-1B driven NFkB nuclear translocation | HUVEC IL-1B NFkB p65 nuclear translocation imaging | activation, % at 2 µM | 0.3% of 94,000 active | AID 819;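 active = activation above 40%, about the mean plus 3 SD, also judged a hit on visual image review; inconclusive = activation above 40% but not a hit on visual review; inactive = activation not above 40% and no visual hit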;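 also: percent activation is computed from the nuclear over cytoplasmic p65 intensity ratio; values of inactives mirror those of a sister screen read the other way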
PLAP inhibitors HTS – inhibition of human placental alkaline phosphatase – biochemical, luminescence, HTS (AID 690); purified PLAP, luminescent substrate; higher % means a stronger effect; inhibition, % at 20 µM; hits with a dose series show IC50 in µM; 0.08% of 96,000 active; in the data active = a potency from the dose series; inactive = the rest, 99 in 100 with inhibition below about 30%; also: strong numbers were not always called active
IL1B NFkB inh – blocks IL-1B driven NFkB nuclear translocation in HUVEC cells. AID 796. inhibition, % at 2 µM. HUVEC IL-1B NFkB p65 nuclear translocation imaging. 0.43% of 94,000 active;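 active = inhibition above about 30% together with a positive call from visual inspection of the well image, limit read from the data; inconclusive = inhibition above a set limit but visual check negative; inactive = inhibition not above a set limit, visual check negative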;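 also: nuclear over cytoplasmic p65 intensity ratio measured by imaging; 0% = IL-1B stimulated DMSO wells and 100% = unstimulated DMSO wells; values of inactives mirror those of a sister screen read the other way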
MRP reversal – compounds reversing MRP-mediated drug resistance. H69AR cells + 2 uM doxorubicin, CellTiter-Glo, 72 h. differential viability (reversal), % at 10 µM. 0.04% of 85,000 active;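 active = viability drop by adding the cancer drug above about 55%, with treated viability meeting a 40% cutoff, limit read from the data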;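 also: viability without doxorubicin minus viability with 2 µM doxorubicin for each compound; larger differential means the compound sensitizes cells more to doxorubicin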
MRP reversal cytotoxicity – further read-out of MRP reversal, marked with its call; viability, %; H69AR cells, CellTiter-Glo, 72 h; measured here: cytotoxicity without doxorubicin
MRP reversal with doxorubicin – second read-out of MRP reversal, no call of its own (marks repeat the call); viability, %; measured here: viability with 2 uM doxorubicin; stronger effect = lower value
IL1B NFkB inh cell count 2 µM – second read-out of IL1B NFkB inh, no call of its own (marks repeat the call); cell count; measured here: cells passing quality filter;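 raw number of nuclei counted in each imaged well without normalization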
NFkB transloc pot cell count 2 µM – second read-out of NFkB transloc pot, no call of its own (marks repeat the call); cell count; measured here: cells passing quality filter
* marks the source's active call; other numbers are inactive results; ? = inconclusive; / = no result given.

smiles	Bcl-B TR3 displacers	NFkB transloc pot	NFkB transloc pot cell count 2 µM	PLAP inhibitors HTS	IL1B NFkB inh	IL1B NFkB inh cell count 2 µM	MRP reversal	MRP reversal cytotoxicity	MRP reversal with doxorubicin
CCCCCOc1ccc(C(=O)NCC(=O)NCC(=O)OCC)cc1	-2%	31	104	14%	-31	104	-29	25	53
CCc1cc2c(=O)nc3n(c2s1)Cc1ccccc1/C3=C(/O)c1cccc([N+](=O)[O-])c1	15%	-7	155	-61%	7	155	/	/	/
Cn1c(=O)c2c(nc(SCC(=O)NCc3ccc4c(c3)OCO4)n2Cc2ccc(Cl)cc2)n(C)c1=O	/	10	170	/	-10	170	-21	66	86
CC1(C)OC(=O)C(=CNc2ccccc2)C(=O)O1	1%	1	144	-5%	-1	144	4	105	101
COc1ccc(N2C(=O)C3C4C=CC(C4)C3C2=O)c(OC)c1 (configuration not stated)	9%	0	70	-8%	0	70	/	/	/
COc1ccc(NC(C)=O)cc1NC(=O)CSc1nnc(-c2ccccn2)n1C	-7%	-1	165	2%	1	165	-9	78	87
COc1cccc(N2CCN(C(=O)NC3CCCCC3)CC2)c1	3%	-14	94	-14%	14	94	11	90	78
O=C(O)CC(C(=O)OCCOc1ccccc1)N1CCOCC1 (configuration not stated)	15%	-7	54	11%	7	54	2	96	95
CCOc1ccccc1C(=O)NCc1ccc2c(c1)OCO2	-7%	8	158	27%	-8	158	-16	51	68
Cc1ccc(C(=O)NC(=S)N2CCN(C)CC2)cc1	8%	-8	165	24%	8	165	/	/	/
CC1CC(C)CN(c2ncc3c(n2)CC(c2ccccc2)CC3=O)C1 (configuration not stated)	-27%	4	132	-42%	-4	132	11	84	72
N#Cc1c(Cl)nc(SCc2ccccc2)nc1-c1ccccc1	-1%	-2	150	-5%	2	150	/	/	/
Cc1onc(-c2ccccc2)c1C(=O)Nc1sc2c(c1C#N)CCC2	0%	/	/	-4%	/	/	-46	16	62
CC(C)=CCCC(C)NC(=O)NC1CCCCC1 (configuration not stated)	/	8	133	/	-8	133	-1	95	96
O=C1c2ccccc2C(=O)N1CCC(=O)N1CCCc2ccccc21	-1%	21	54	0%	-21	54	-7	92	99
CC1CCCCC1NC(=O)COC(=O)c1ccc(S(=O)(=O)NCc2ccco2)cc1 (configuration not stated)	18%	15	155	19%	-15	155	/	/	/
Cc1ccc(NC(=O)CSCc2c(C)noc2C)cc1C	-9%	-4	115	21%	4	115	11	104	93
O=C(Nc1cc(C(F)(F)F)ccc1N1CCOCC1)C1Cc2ccccc2CN1C(=O)c1ccco1 (configuration not stated)	0%	3	128	-68%	-3	128	-5	77	82
CCOC(=O)CC(=O)CSc1nc2nc(C)cc(C)n2n1	-10%	-14	163	-40%	14	163	18	106	88
CC(c1nc2ccccc2o1)N1C(=O)c2ccccc2C1=O (configuration not stated)	/	12	86	/	-12	86	2	100	98
CCOC(=O)c1cccc(NS(=O)(=O)c2c(C)[nH]c(=O)[nH]c2=O)c1	-2%	32	144	-14%	-32	144	-6	109	114
CCOC(=O)c1c(C)[nH]c(C(=O)OCC(=O)Nc2ccc(OC)c(Cl)c2)c1C	-29%	-2	161	-44%	2	161	/	/	/
Cc1cc(C)c2c(=O)n(CC(=O)N3CCC(Cc4ccccc4)CC3)sc2n1	0%	/	/	-12%	/	/	-7	5	12
COc1ccc(Cc2nnc(NS(C)(=O)=O)s2)cc1	2%	-15	135	-20%	15	135	-3	107	110
O=C(COC(=O)C1CC1)c1c[nH]c2ccccc12	-5%	18	148	-23%	-18	148	28	85	58
Cc1cc(C)n2c(SCc3c(C)noc3C)nnc2n1	/	-54	108	/	?	/	10	103	93
COc1ccc2[nH]c(=O)c(CNc3ccc(C)c(C)c3)cc2c1	-18%	7	165	20%	-6	165	8	78	70
O=C(CCN1CCCCC1)NCNC(=O)CCN1CCCCC1	-2%	8	192	1%	-8	192	-3	100	103
CCOC(=O)c1ccc(NC(=O)Nc2cc(C)on2)cc1	-6%	20	139	-22%	-20	139	3	92	89
CC(=O)Nc1cccc(N2CCCC2=O)c1	-6%	11	108	9%	-11	108	8	98	90
CC(C)(C)c1cc(NC(=O)c2cccnc2)no1	-2%	1	115	-8%	-1	115	2	106	103
O=C(CSc1nnc2c3cc(F)ccc3nc(-c3ccccc3)n12)N1CCOCC1	/	14	188	/	-14	188	21	84	63
O=c1c(Cc2ccc(Cl)cc2Cl)c(O)ccn1Cc1ccc(Cl)cc1	5%	-9	170	-32%	9	170	/	/	/
Cc1ccc(-c2cc(-c3nnc(SCC(=O)NCC(C)C)n3N)c3ccccc3n2)cc1	-7%	43*	174*	-24%	-43	174	/	/	/
Cc1ccc(CN2CCNC2=O)cc1	-13%	-1	173	-4%	1	173	6	97	91
C=CCN1C(=O)C(Cc2ccc(OC)cc2)S/C1=N/N=C/c1ccco1 (configuration not stated)	17%	15	150	5%	-15	150	/	/	/
CCCCN(C)CCCNC(=O)c1ccc2c(c1)NC(=O)C(N1CCOCC1)S2 (configuration not stated)	1%	-6	99	-41%	6	99	-3	99	102
Cn1c(=O)c2c(nc(SCC(=O)N3CCc4ccccc43)n2Cc2ccccc2)n(C)c1=O	-3%	/	/	8%	/	/	-9	72	81
Cc1cc(NC(=O)c2cc3n(n2)C(C(F)(F)F)CC(c2ccc(Cl)c(Cl)c2)N3)no1 (configuration not stated)	0%	/	/	-9%	/	/	/	/	/
COc1ccc(/C(O)=C2\C(=O)C(=O)N(CC3CCCO3)C2c2cc(OC)ccc2OC)cc1 (configuration not stated)	-6%	-3	194	7%	3	194	10	100	90
CCN(CC)CCN1C(=O)C(=O)/C(=C(/O)c2c(C)[nH]c(C(=O)OC)c2C)C1c1cccs1 (configuration not stated)	-8%	22	58	-52%	-22	58	-2	94	96
CC(C)CNC(=S)NC1CC2CCCC(C1)N2Cc1cccs1 (configuration not stated)	-2%	40	139	-29%	-40	139	/	/	/
CC(C)(C)N1C(=O)c2ccc(C(=O)Nc3nccs3)cc2C1=O	-4%	13	114	1%	-13	114	3	73	70
Cc1cc(S(=O)(=O)N2CCN(c3ccc(F)cc3)CC2)c(C)s1	-15%	10	177	30%	-10	177	-7	62	69
Cc1cc(C(=O)OCC(=O)c2ccc(Br)s2)no1	-43%	17	169	-27%	-17	169	2	97	96
CS(=O)(=O)N(CC(=O)NCCC1=CCCCC1)C1CCCCC1	1%	18	157	-64%	-18	157	-6	90	95
CON1C(=O)C(=O)N(OC)C2CCCCC21 (configuration not stated)	-7%	10	127	12%	-10	127	/	/	/
O=C(Nc1ccc(N2CCN(Cc3ccccc3)CC2)cc1)c1ncn[nH]1	-8%	26	144	22%	-26	144	-3	81	84
O=C(O)CCn1cnc2ccccc2c1=O	-3%	-6	76	1%	6	76	-8	89	97
Cc1ccc(-c2csc3nnc(SCC(=O)N4CCN(Cc5ccccc5)CC4)n23)cc1	-1%	20	185	-50%	-20	185	1	99	98
COc1ccc(NS(=O)(=O)Cc2ccccc2Cl)cn1	-8%	-7	97	-8%	7	97	4	91	88
COC(=O)[C@H](CCSC)NC(=O)Nc1ccc(OC)cc1OC	1%	-8	135	18%	8	135	18	103	86
Cc1cc(C)c2cc(CN(CCN3CCCC3)C(=O)Nc3ccc(F)cc3)c(=O)[nH]c2c1	-18%	20	155	-56%	-20	155	0	75	75
Nc1nc(Sc2ccc(C(F)(F)F)cc2[N+](=O)[O-])n[nH]1	-4%	18	180	-100%	-18	180	-3	107	109
CCOc1cc(C)c(S(=O)(=O)NC2CCCCC2)cc1C	-3%	11	168	19%	-11	168	21	99	78
COc1ccccc1OCCCCNC(C)(C)C	-4%	17	81	11%	-17	81	17	82	64
COc1cc2c(cc1NS(=O)(=O)N1CCCC1)oc1ccccc12	1%	5	112	-3%	-5	112	-4	69	73
CC(C)(C)c1ccc(OCC(O)CS(=O)(=O)c2ccccn2)cc1 (configuration not stated)	-1%	-10	72	11%	10	72	5	79	74
Cc1cc(C(=O)CSc2nc3ccccc3[nH]2)c(C)n1C	8%	-2	150	-76%	2	150	9	92	83
CC(C)NC(=O)CN(Cc1ccccc1)S(=O)(=O)c1ccccc1	-15%	/	/	1%	/	/	2	103	100

(listing goes on)
smiles	Bcl-B TR3 displacers	NFkB transloc pot	NFkB transloc pot cell count 2 µM	PLAP inhibitors HTS	IL1B NFkB inh	IL1B NFkB inh cell count 2 µM	MRP reversal	MRP reversal cytotoxicity	MRP reversal with doxorubicin
O=C1C=C(NCc2ccco2)C2(CCCCC2)O1	-2%	-4	152	6%	4	152	-6	90	96
CCC(Cc1ccccc1)NC(=O)C1CCC(CNc2c(N3CCCC3)c(=O)c2=O)CC1 (configuration not stated)	8%	6	176	-70%	-6	176	-6	84	90
Cc1c(S(=O)(=O)N2CCN(c3cccc(C(F)(F)F)c3)CC2)c(=O)n(C)c(=O)n1C	0%	4	63	-26%	-4	63	2	94	92
C/C(=C1/SC(N2CCOCC2)=NC1=O)c1ccc(Br)cc1	-13%	9	112	0%	-9	112	10	94	85
CC(N=C1NS(=O)(=O)c2ccccc21)C(=O)NCc1ccc2c(c1)OCO2 (configuration not stated)	3%	38	179	-7%	-38	179	-2	94	96
C=CCOc1c(Cl)cc(/C=N/O)cc1OC	-30%	5	119	-5%	-5	119	-11	74	85
O=C(NCc1ccc(Cl)cc1)c1cc(-c2cccs2)on1	-33%	-2	142	18%	2	142	-5	93	98

Some of the entries above in another layout:
Cc1cc(S(=O)(=O)N2CCN(c3ccc(F)cc3)CC2)c(C)s1
  Bcl-B TR3 displacers: -15%	NFkB transloc pot: 10	NFkB transloc pot cell count 2 µM: 177	PLAP inhibitors HTS: 30%	IL1B NFkB inh: -10	IL1B NFkB inh cell count 2 µM: 177	MRP reversal: -7	MRP reversal cytotoxicity: 62	MRP reversal with doxorubicin: 69

CS(=O)(=O)N(CC(=O)NCCC1=CCCCC1)C1CCCCC1
  Bcl-B TR3 displacers: 1%	NFkB transloc pot: 18	NFkB transloc pot cell count 2 µM: 157	PLAP inhibitors HTS: -64%	IL1B NFkB inh: -18	IL1B NFkB inh cell count 2 µM: 157	MRP reversal: -6	MRP reversal cytotoxicity: 90	MRP reversal with doxorubicin: 95

CC1(C)OC(=O)C(=CNc2ccccc2)C(=O)O1
  Bcl-B TR3 displacers: 1%	NFkB transloc pot: 1	NFkB transloc pot cell count 2 µM: 144	PLAP inhibitors HTS: -5%	IL1B NFkB inh: -1	IL1B NFkB inh cell count 2 µM: 144	MRP reversal: 4	MRP reversal cytotoxicity: 105	MRP reversal with doxorubicin: 101

Some of the compounds tested (hit frequency here may not be typical).
